STAT1 inh = STAT1 signaling inhibitors, primary screen, cell-based, HTS, luciferase reporter. NIH 3T3 STAT1-luciferase reporter, IFN-gamma, luminescence. inhibition, % at 5.5 µM. actives 0.35% (n = 200,000);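 active = inhibition above a set limit, the mean inhibition across all tested compounds plus 3 SD, cut at about 34% in these data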;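 also: 0% = IFN-gamma with DMSO and 100% = IFN-gamma with 300 µM nifuroxazide; values of inactives mirror those of a sister screen read the other way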
STAT3 act = IL-6 driven STAT3 reporter potentiators, primary screen, U3A cells, luciferase, luminescence, MLSCN library | actives 0.91% (n = 190,000) | activation (% of control), % at 5.6 µM | IL-6 STAT3-luciferase reporter; 100% = signal with IL-6 EC80 alone;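 active = activation above the screen-wide mean of compound activation plus 3 SD, cut at about 130% in these data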;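 also: 0% = background luminescence of wells with medium and substrate only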
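Material: human U3A cells carrying STAT3-luciferase construct. Measured by: reporter luminescence signal. Timing: compound 1 h, then IL-6 6 h at 37 °C.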
APP 5UTR inh = inhibitors of APP translation via 5'UTR reporter, primary screen, APP 5'UTR luciferase, SH-SY5Y cells; AID 1285, 2008; SH-SY5Y APP 5'UTR-luciferase reporter, luminescence; inhibition, % at 2 µM; actives 0.82% (n = 190,000);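 active = inhibition above a set limit, derived from the sample mean plus 3 SD, cut at about 45% in these data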; also: values of inactives mirror those of a sister screen read the other way
Hsp70 activator = Hsp70 transcriptional activators, primary screen, cell-based, HeLa, Hsp70 promoter luciferase, luminescence, 10 µM; HeLa Hsp70 promoter luciferase reporter; scaled: vehicle 0, proteasome-inhibitor control 100%; activation, % at 10 µM; AID 1203, 2008; actives 0.04% (n = 200,000);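 active = activation above the mean across all tested compounds plus 3 SD, cutoff set per campaign, cut at about 5.5% in these data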;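 also: 100% = MG132 at 30 µM as the positive control and 0% = DMSO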
G6PDH counter = L. mesenteroides G6PDH inhibitors, counter-screen for G6PDH-coupled screening assays, biochemical, Leuconostoc mesenteroides enzyme. glucose-6-phosphate dehydrogenase [Leuconostoc mesenteroides]. Purified L. mesenteroides G6PDH, diaphorase/resazurin coupled fluorescence, 45 min. inhibition, % at 5 µM. actives 0.12% (n = 200,000). AID 1020, 2008; in the data active = inhibition above about 50%
Diaphorase inh = diaphorase inhibitors and chemical oxidizers, primary screen, counter-screen for diaphorase-coupled primary assays, biochemical, uHTS, resorufin fluorescence. inhibition, % at 20 µM. AID 1217, 2008. diaphorase resazurin-to-resorufin fluorescence, NADH, 16 min; bacterial (C. kluyveri) enzyme, not human. actives 0.69% (n = 190,000);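 active = primary screen inhibition at 20 µM above a set limit, cut at about 50% in these data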;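 also: plate controls were DMSO with full reaction for no effect and wells lacking NADH for full effect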
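Test system: bacterial diaphorase enzyme (C. kluyveri); Quantity: 0.14 U/mL diaphorase, enzyme working solution; Times: reaction incubation of 16 min at room temperature; Measured by: fluorescence of resorufin formed from resazurin, Ex 544/Em 590 nm; Benchmarks: positive control minus NADH, DMSO neutral control.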
STAT1 act = STAT1 signaling activators, primary screen, cell-based, HTS, luciferase reporter; NIH 3T3 STAT1-luciferase reporter, IFN-gamma, luminescence; 100% = IFN-gamma alone, no compound; activation (% of control), % at 5.5 µM; actives 2.6% (n = 200,000);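 active = activation above the screen-wide mean activation plus 3 SD, cut at about 130% in these data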;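 also: raw ratio to IFN-gamma control signal so 100% means no change and 0% no light; values of inactives mirror those of a sister screen read the other way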
STAT3 blocker = IL-6 driven STAT3 reporter inhibitors, primary screen, U3A cells, luciferase, luminescence, MLSCN library | IL-6 STAT3-luciferase reporter; host cell line lacks STAT1 | inhibition, % at 5.5 µM | actives 0.89% (n = 190,000) | AID 862, 2007;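 active = inhibition above the mean inhibition across all screened compounds plus 3 SD, cut at about 44% in these data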;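 also: 0% = DMSO only wells and 100% = 100 µM nifuroxazide control wells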
TLR4 MyD88 comp = inhibitors of TLR4-MyD88 association in cells, primary screen, cell-based, HeLa CL3-4, BLA complementation, FRET ratio | Toll-like receptor 4 (Homo sapiens) + Myeloid differentiation primary response protein … | HeLa CL3-4 TLR4/MyD88 BLA complementation | inhibition, % at 8.4 µM | actives 0.18% (n = 200,000); in the data active = inhibition above about 25%;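 also: 0% = vehicle and 100% = reference inhibitor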
Target sequence (O00206 whole entry, looked up): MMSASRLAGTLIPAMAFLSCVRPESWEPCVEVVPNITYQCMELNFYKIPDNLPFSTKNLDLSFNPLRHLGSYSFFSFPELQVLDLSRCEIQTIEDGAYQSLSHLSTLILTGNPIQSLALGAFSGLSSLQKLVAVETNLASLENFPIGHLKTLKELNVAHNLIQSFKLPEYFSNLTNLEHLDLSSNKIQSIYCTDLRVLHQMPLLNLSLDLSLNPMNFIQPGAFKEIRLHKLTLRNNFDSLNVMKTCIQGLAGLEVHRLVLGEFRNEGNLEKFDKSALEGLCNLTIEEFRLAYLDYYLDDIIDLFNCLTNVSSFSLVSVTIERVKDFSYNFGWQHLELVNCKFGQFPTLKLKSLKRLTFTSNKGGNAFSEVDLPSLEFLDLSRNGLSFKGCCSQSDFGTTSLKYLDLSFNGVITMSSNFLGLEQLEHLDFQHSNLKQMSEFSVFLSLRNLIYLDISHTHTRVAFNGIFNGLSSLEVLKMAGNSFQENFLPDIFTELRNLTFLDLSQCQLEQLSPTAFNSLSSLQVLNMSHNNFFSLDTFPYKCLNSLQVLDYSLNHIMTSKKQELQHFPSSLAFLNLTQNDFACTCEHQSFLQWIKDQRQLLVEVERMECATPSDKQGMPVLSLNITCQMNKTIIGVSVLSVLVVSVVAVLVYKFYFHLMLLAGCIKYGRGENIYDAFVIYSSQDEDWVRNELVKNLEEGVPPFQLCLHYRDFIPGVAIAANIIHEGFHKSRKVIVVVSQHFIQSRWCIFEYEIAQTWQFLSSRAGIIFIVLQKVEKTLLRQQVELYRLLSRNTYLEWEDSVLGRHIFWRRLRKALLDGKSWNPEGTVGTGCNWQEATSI
Target sequence (Q99836 whole entry, looked up): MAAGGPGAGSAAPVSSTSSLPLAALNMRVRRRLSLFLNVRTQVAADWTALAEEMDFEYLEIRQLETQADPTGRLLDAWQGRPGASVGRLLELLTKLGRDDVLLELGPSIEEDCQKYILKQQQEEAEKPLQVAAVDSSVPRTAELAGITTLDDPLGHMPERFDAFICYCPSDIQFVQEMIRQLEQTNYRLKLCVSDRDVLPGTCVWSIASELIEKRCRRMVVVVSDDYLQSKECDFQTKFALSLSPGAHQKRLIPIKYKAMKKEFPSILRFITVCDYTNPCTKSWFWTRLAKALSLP
Diaph act CS = compounds boosting diaphorase resazurin reduction – biochemical, uHTS, resorufin fluorescence, counter-screen for diaphorase-coupled primary assays, primary screen; activation factor at 20 µM; actives 0.005% (n = 190,000); Diaphorase/resazurin coupled assay, 16 min; active compounds read high; 1 = vehicle wells, 0 = NADH-free wells;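 active = diaphorase activity raised at least twofold by the compound at 20 µM; inactive = activation factor below 2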
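Material: purified diaphorase enzyme from Clostridium kluyveri; Also added: 0.114 mM NADH and 0.1 mM resazurin, final amounts; Doses: single compound dose of 20 µM, 1% DMSO final; Times: 16 min enzyme reaction, ambient temperature; Detection: resorufin fluorescence, excitation 544 nm, emission 590 nm; Measure: increased resorufin signal from activators or reducing compounds.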
* hit, by the source's call; . = no result given.

SMILES | STAT1 inh | STAT3 act | APP 5UTR inh | Hsp70 activator | G6PDH counter | Diaphorase inh | STAT1 act | STAT3 blocker | TLR4 MyD88 comp | Diaph act CS
O=C(c1cnn2c(C(F)(F)F)cc(-c3ccc4c(c3)OCO4)nc12)N1CCCC1 | -1 | 92 | -7 | 0.1 | 3 | 16 | 101 | 10 | 3 | 0.8
CCC1(C(=O)O)NC(c2cc(OC)ccc2O)C2C(=O)N(Cc3ccccc3)C(=O)C21 (centres undefined) | 4 | 105 | -22 | 0.1 | 11 | 0 | 96 | -1 | -2 | 1
CCCCCC1CC(CC(=O)Nc2ccc([N+](=O)[O-])cc2)C(=O)O1 (centres undefined) | -3 | 101 | -10 | -0.3 | 6 | -10 | 103 | 2 | 7 | 1.1
COc1ccc(NC(=O)CSc2nnc(-c3cccs3)n2C)cc1OC | 4 | 95 | -2 | -0.5 | -3 | -3 | 95 | 11 | -2 | 1
CCCCSc1nnc(CSc2ncccn2)n1C | -7 | 104 | -8 | -0.1 | 8 | 7 | 106 | -3 | 4 | 0.9
CCOC(=O)c1cnc(Nc2nc3ccccc3o2)nc1CSc1ncccn1 | -2 | 98 | 6 | -0.1 | . | . | 102 | 7 | -1 | .
Cc1c(C=O)n(C)n(-c2ccccc2)c1=O | 3 | 98 | -32 | -0.4 | 0 | 15 | 96 | 4 | -11 | 0.9
CCc1nc(SCC(=O)NCCc2ccc(OC)c(OC)c2)c2c(=O)n(C)c(=O)n(C)c2n1 | . | . | -12 | . | -18 | 20 | . | . | . | 0.8
N#Cc1nc(COc2ccccc2)oc1NCCN1CCOCC1 | -3 | 111 | 7 | -0.3 | 6 | 28 | 107 | -10 | 6 | 0.7
CCN(CC)c1ccc2c(C)c(-c3ccc(N)cc3)c(=O)oc2c1 | -14 | 105 | 3 | 0.0 | -35 | 36 | 114 | -2 | 15 | 0.6
CNC(=S)N(Cc1cc2cc(C)cc(C)c2[nH]c1=O)C1CCCC1 | -1 | 101 | 14 | -0.2 | 11 | 28 | 99 | 1 | 7 | 0.7
CCN(CC)CCOC(=O)/C=C/c1ccccc1OC | 0 | 101 | -10 | 0.3 | 6 | 3 | 100 | 7 | -4 | 1
COc1ccc(C(CNC(=O)c2ccc(S(=O)(=O)N(C)C)cc2)N2CCCC2)cc1 (centres undefined) | -9 | 104 | 10 | -0.2 | 3 | -17 | 106 | -1 | -15 | 1.2
CCC(C)[C@H](NC(=O)NCc1ccco1)C(=O)O (some centres undefined) | -1 | 104 | -2 | -0.1 | 6 | -3 | 101 | -2 | -9 | 1
CCOc1ccc(NC(=S)N/N=C(\C)Cc2ccc(OC)cc2)cc1 | 6 | 95 | -9 | -0.2 | 17 | 0 | 95 | 8 | -3 | 1
O=C(CSc1nnc(Cc2ccccc2)n1Cc1ccccc1)NCc1ccco1 | -1 | 102 | 11 | -0.5 | 11 | -20 | 101 | -1 | 4 | 1.2
Cc1cccc(C(=O)NNC(=O)c2ccccc2C)c1 | -10 | 104 | -26 | 0.0 | 8 | -5 | 108 | 3 | 4 | 1.1
CCN(CC)S(=O)(=O)c1ccc(N2CCN(c3cccc(OC)c3)CC2)c([N+](=O)[O-])c1 | -6 | 88 | -19 | 0.4 | 6 | 15 | 105 | 22 | 1 | 0.9
NC(=O)COc1ccc(Cc2ncc(C(F)(F)F)cc2Cl)cc1 | -4 | 86 | 6 | -0.2 | 8 | 5 | 104 | 24 | -14 | 1
O=C(/C=C/c1ccc2c(c1)OCO2)Nc1c(C(=O)O)[nH]c2ccccc12 | 8 | 116 | -10 | -0.6 | 8 | 22 | 93 | -24 | -3 | 0.8

One compound at a time, from the list above:
CCN(CC)CCOC(=O)/C=C/c1ccccc1OC reads STAT1 inh = 0; STAT3 act = 101; APP 5UTR inh = -10; Hsp70 activator = 0.3; G6PDH counter = 6; Diaphorase inh = 3; STAT1 act = 100; STAT3 blocker = 7; TLR4 MyD88 comp = -4; Diaph act CS = 1
COc1ccc(C(CNC(=O)c2ccc(S(=O)(=O)N(C)C)cc2)N2CCCC2)cc1 (centres undefined) reads STAT1 inh = -9; STAT3 act = 104; APP 5UTR inh = 10; Hsp70 activator = -0.2; G6PDH counter = 3; Diaphorase inh = -17; STAT1 act = 106; STAT3 blocker = -1; TLR4 MyD88 comp = -15; Diaph act CS = 1.2
CNC(=S)N(Cc1cc2cc(C)cc(C)c2[nH]c1=O)C1CCCC1 reads STAT1 inh = -1; STAT3 act = 101; APP 5UTR inh = 14; Hsp70 activator = -0.2; G6PDH counter = 11; Diaphorase inh = 28; STAT1 act = 99; STAT3 blocker = 1; TLR4 MyD88 comp = 7; Diaph act CS = 0.7

Other results:
SMILES | STAT1 inh | STAT3 act | APP 5UTR inh | Hsp70 activator | G6PDH counter | Diaphorase inh | STAT1 act | STAT3 blocker | TLR4 MyD88 comp | Diaph act CS
CCOC(=O)N(NC(=O)C(O)(c1ccccc1)c1ccccc1)c1ccccc1 | 0 | 104 | -2 | -0.1 | 16 | 11 | 100 | -10 | -10 | 0.9
Cc1cccc(NC(=O)CNC(=O)COc2ccc(-c3ccc(C#N)cc3)cc2)c1C | 0 | 86 | -13 | -0.3 | 1 | -12 | 99 | 18 | 2 | 1.1
CCOC(=O)c1nnn(-c2nonc2-n2cccc2)c1CN1CCCCC1 | 2 | 106 | -5 | -0.5 | -6 | 16 | 98 | -4 | -6 | 0.8
COC(=O)CC(=O)CSc1nc2c(cc1C#N)CCC2 | 0 | 103 | 15 | -0.4 | 14 | 16 | 96 | -2 | -8 | 0.8
CC(NS(=O)(=O)c1ccc2c(c1)OCCO2)c1ccccc1 (centres undefined) | 8 | 97 | 8 | -0.2 | 22 | 16 | 91 | 5 | -4 | 0.8
COC(=O)c1ccc(OCC(O)CN2CCC(C)CC2)cc1 (centres undefined) | -5 | 105 | -8 | -0.1 | 2 | 16 | 104 | 3 | -4 | 0.8
CCCCCn1c(SCC#N)nc2cc(C(=O)NCC3CCCO3)ccc2c1=O (centres undefined) | 4 | 100 | -14 | -0.1 | 6 | -6 | 96 | 3 | -8 | 1.1
CC(=O)c1oc2ccccc2c1NC(=O)CCCN1C(=O)c2ccccc2C1=O | -10 | 99 | 4 | -0.4 | -1 | 12 | 109 | 10 | -9 | 0.9
O=C(NCc1ccc2c(c1)OCO2)c1nnc(Cc2ccc(F)cc2)o1 | 13 | 94 | -25 | -0.1 | 14 | 5 | 88 | 7 | 1 | 1
O=C(NCCNC(=O)c1cc(OCC(F)(F)F)ccc1OCC(F)(F)F)Nc1ccc(Cl)cc1 | -9 | 96 | -22 | -0.3 | -6 | 7 | 108 | 12 | 9 | 0.9
CCn1c(O)c(/C=N/N=C/c2ccccc2)c2ccc(C3=NNC(=O)CC3)cc21 | -3 | 97 | 1 | -0.2 | 7 | 1 | 102 | 4 | 1 | 1
CCOC(=O)C1=C(C)NC(=O)NC1c1cc(Br)c(O)c(OC)c1 (centres undefined) | 7 | 96 | 3 | -0.5 | -13 | 16 | 93 | 10 | -6 | 0.8
O=C(Cc1ccccc1)NCCS(=O)c1ccc(Cl)cc1 (centres undefined) | -6 | 101 | 4 | -0.3 | 2 | 17 | 105 | -1 | 11 | 0.8
O=C(NCCCN1CCN(c2ccccc2F)CC1)C1CCN(S(=O)(=O)c2cccs2)CC1 | 16 | 89 | -12 | -0.3 | 1 | 7 | 85 | 15 | 3 | 0.9
O=C(NCCCc1nc2ccccc2[nH]1)c1cccs1 | -3 | 97 | -8 | -0.1 | -4 | 3 | 101 | 7 | -3 | 1
CCOC(=O)c1cnn2c(N)c(C#N)nnc12 | 4 | 104 | -6 | -0.6 | 9 | -9 | 97 | -3 | -4 | 1.1
O=C(NCCCn1ccnc1)c1cc2cc([N+](=O)[O-])ccc2oc1=O | -2 | 105 | 13 | -0.4 | -13 | 7 | 104 | -8 | 8 | 0.9
CCN(CC)CCOc1ccccc1C(C)=O | 1 | 95 | 0 | -0.3 | 4 | 7 | 99 | 8 | -17 | 0.9
COc1ccc(C(=O)N[C@H](C(=O)N2CCN(c3ccccc3F)CC2)C(C)C)cc1 | 1 | 103 | -4 | -0.4 | 3 | 14 | 99 | -4 | -6 | 0.9
CC(C(N)=O)N1C(=O)c2cccc3cccc1c23 (centres undefined) | 8 | 101 | -10 | -0.5 | 21 | 25 | 89 | -1 | 3 | 0.7
Cc1ccc(C(=O)N2CC(=O)Nc3ccc(F)cc3C2c2ccccc2)cc1[N+](=O)[O-] (centres undefined) | 9 | 99 | -3 | -0.3 | 0 | 0 | 92 | 0 | -2 | 1
O=C(c1ccc([N+](=O)[O-])cc1)N1CCSC1c1ccccc1Cl (centres undefined) | -2 | 99 | -4 | -0.5 | 10 | 6 | 100 | 5 | 11 | 0.9
CNC(=S)N(CCc1c(C)[nH]c2ccccc12)Cc1ccco1 | 8 | 101 | 3 | 0.0 | 0 | 23 | 92 | 0 | 8 | 0.8
O=C(CSc1nnc(COc2cccc3cccnc23)o1)N1CCN(C(=O)c2ccco2)CC1 | -1 | 100 | -3 | -0.5 | 4 | 5 | 101 | 1 | 3 | 1
COc1ccc(NC(=O)CCn2nnc(-c3ccc(C)cc3)n2)cc1OC | 0 | 100 | -11 | -0.5 | 4 | 25 | 100 | 1 | 4 | 0.7
O=C(/C=C\Nc1ccc(Br)cc1)c1cccnc1 | -70 | 91 | -210 | 0.0 | 4 | 9 | 162* | 14 | -1 | 0.9
O=C1c2ccccc2C(=O)N1CCc1csc(-c2ccccc2)n1 | -9 | 77 | 1 | 0.0 | -20 | 12 | 109 | 30 | 2 | 0.9
COc1cc(OC)cc(OCC(O)Cn2cnc(-c3ccccc3)c2)c1 (centres undefined) | -2 | 102 | -6 | 0.0 | -1 | 14 | 102 | 1 | 3 | 0.9
CS(=O)(=O)N1CCC(Oc2ccccc2C(=O)N2CCNC(=O)C2)CC1 | 19 | 115 | 16 | -0.2 | 5 | 1 | 80 | -10 | -2 | 1
CCOc1ccc(C2C(C#N)=C(N)Oc3cc(C)n(CCN(C)C)c(=O)c32)cc1OCC (centres undefined) | 8 | 101 | -7 | 0.1 | -11 | 7 | 93 | 3 | -1 | 0.9

Rows are unselected; any-hit rate near 6.1%.
